# HRas wt GTP – modulators of GTP binding to human HRas wildtype; 190,000 tested, 0.14% active; P01112; GTP binding activity, % at 10 µM; GST-Ras wt beads, Bodipy-FL-GTP binding, flow cytometry; actives lie on both sides;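 active = GTP binding activity at least 20% away from the 100% baseline, either lowered as inhibitor or raised as activator; inconclusive = flagged as likely green fluorescent, judged across all proteins in the well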;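 also: 0% = unlabeled GTP competition control and 100% = no-compound control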
# Target sequence (P01112 whole entry, looked up): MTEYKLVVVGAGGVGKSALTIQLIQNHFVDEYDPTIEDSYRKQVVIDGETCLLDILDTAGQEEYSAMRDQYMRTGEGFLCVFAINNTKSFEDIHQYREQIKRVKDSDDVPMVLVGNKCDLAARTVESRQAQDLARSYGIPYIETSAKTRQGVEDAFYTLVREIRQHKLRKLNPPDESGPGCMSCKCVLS
# Rab7 wt GTP bind – modulators of GTP binding to dog Rab7 wildtype GTPase; GST-Rab7 beads, fluorescent GTP binding, flow cytometry; actives lie on both sides; untreated = 100%, excess cold GTP = 0%; 190,000 tested, 0.055% active; GTP binding activity (percent of control), % at 10 µM;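 active = fluorescent GTP binding to Rab7 beads changed by at least 20 points from the 100% baseline, either direction, mostly lower; inconclusive = compound itself probably fluorescent, or too few beads counted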;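 also: median green fluorescence of bound Bodipy-FL-GTP per Rab7 bead population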
# Cdc42 wt – modulators (inhibitors or activators) of GTP binding to human Cdc42 wildtype; GST-Cdc42 beads, Bodipy-GTP binding, flow cytometry; actives lie on both sides; percent activity (GTP binding), % at 10 µM; 190,000 tested, 0.2% active;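 active = percent activity GTP binding at least 20 points away from the 100% baseline, either down as inhibitor or up as activator; inconclusive = compound flagged as likely green fluorescent from well-wide comparison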;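 also: median bead fluorescence of bound Bodipy-FL-GTP at 100 nM; 0% = excess unlabeled GTP control and 100% = no compound control; below 100% means less GTP binding so inhibitor and above means activator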
# Target sequence (P60953 whole entry, looked up): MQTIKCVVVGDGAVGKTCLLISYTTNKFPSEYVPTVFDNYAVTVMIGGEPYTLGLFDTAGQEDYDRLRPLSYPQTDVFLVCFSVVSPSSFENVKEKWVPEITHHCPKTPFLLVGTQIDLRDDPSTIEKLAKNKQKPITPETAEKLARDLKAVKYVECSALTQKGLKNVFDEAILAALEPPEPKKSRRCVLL
# Avidin fluor – compound fluoresces at 488/530 nm on avidin beads. compound fluorescence 488/530 nm, flow cytometry; hits give high values. fluorescence (KMESF) at 10 µM. 220,000 tested, 0.38% active; in the data active = fluorescence above about 47; also: inactives centre near 10
# ABCG2 block – blocks JC-1 efflux by human ABCG2 transporter. Q9UNQ0. IgMXP3 cells, flow cytometry. inhibition, % at 6.6 µM. 190,000 tested, 0.1% active. AID 1325;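 active = inhibition above 80%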;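 also: 0% = DMSO and 100% = nicardipine control wells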
# Target sequence (Q9UNQ0 whole entry, looked up): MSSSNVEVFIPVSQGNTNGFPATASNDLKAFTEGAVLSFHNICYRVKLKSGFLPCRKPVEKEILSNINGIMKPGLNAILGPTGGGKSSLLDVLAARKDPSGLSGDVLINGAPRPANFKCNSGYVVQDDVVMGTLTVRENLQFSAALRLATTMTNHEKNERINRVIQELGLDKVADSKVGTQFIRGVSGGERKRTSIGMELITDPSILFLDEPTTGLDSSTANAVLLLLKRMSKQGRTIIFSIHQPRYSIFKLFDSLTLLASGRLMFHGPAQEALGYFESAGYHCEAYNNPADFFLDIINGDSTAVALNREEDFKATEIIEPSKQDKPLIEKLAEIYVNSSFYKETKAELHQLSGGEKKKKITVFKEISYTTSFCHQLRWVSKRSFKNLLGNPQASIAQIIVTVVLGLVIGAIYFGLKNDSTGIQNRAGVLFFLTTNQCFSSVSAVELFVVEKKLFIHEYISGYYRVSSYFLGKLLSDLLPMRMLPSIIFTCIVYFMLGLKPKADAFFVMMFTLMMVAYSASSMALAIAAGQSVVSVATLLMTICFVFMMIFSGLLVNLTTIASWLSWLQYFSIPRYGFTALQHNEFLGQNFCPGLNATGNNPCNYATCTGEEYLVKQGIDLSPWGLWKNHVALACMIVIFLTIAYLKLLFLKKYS
#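 Incubation: cells with compound and JC-1, 10 min at 25 °C, rotating, no wash / Test system: IgMXP3 (ABCG2) plus far-red-tagged CCRF-Adr (ABCB1) cells / Compound dosing: one concentration, 6.6 µM final / Also added: JC-1 fluorescent substrate / Evaluation: efflux inhibition in percent versus controls / Detection: flow cytometry, 530 nm JC-1 signal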
# GSH fluor – GSH bead compound fluorescence profile; GSH beads flow cytometry, compound fluorescence 488/530 nm; hits give high values; 190,000 tested, 0.25% active; AID 1776; fluorescence (KMESF) at 10 µM; in the data active = fluorescence above about 89;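 also: glutathione beads carrying GST-tagged Bcl family fusion proteins plus one bare bead set; values are compound well signal with DMSO vehicle wells as background; inactives centre near 16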
# Rac1 wt modul – human Rac1 wildtype GTP binding, inhibitors and activators | P63000 | GST-Rac1 beads, fluorescent GTP binding, flow cytometry; actives lie on both sides; 0 = cold GTP competed, 100 = untreated | GTP binding activity (% of control), % at 10 µM | 190,000 tested, 0.27% active | AID 757;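 active = GTP binding activity at least 20 points away from the 100% control level, either lower or higher; inconclusive = compound flagged as likely green fluorescent, judged across all proteins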
# ABCB1 block – inhibitors of human ABCB1 transporter, ABCG2 counter-screen | 190,000 tested, 0.067% active | P08183 | CCRF-Adr cells, JC-1 efflux, flow cytometry | inhibition, % at 6.6 µM; in the data active = inhibition above about 40%;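 also: 0% = vehicle and 100% = reference inhibitor; higher value means more JC-1 retained so stronger ABCB1 efflux block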
# Pf gametocyte – inhibitors of late stage P. falciparum gametocyte viability | P. falciparum stage V gametocytes, ATP luminescence, 24 h | inhibition, % at 10.9 µM | 150,000 tested, 0.065% active;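 active = inhibition above the mean plus 3 SD of compounds within the control limits, set per campaign, cut at about 38% in these data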;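 also: 0% = DMSO wells and 100% = medium only without gametocytes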
# Rab2 wt GTP – changes GTP binding to wildtype dog Rab2A, up or down. P61105. GST-Rab2 wt beads, Bodipy-GTP binding, flow cytometry. GTP binding activity, % at 10 µM. 190,000 tested, 0.19% active;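 active = GTP binding activity at least 20 points away from 100%, either lowered or raised; inconclusive = signal likely due to the compound's own green fluorescence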;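 also: 0% = beads with excess unlabeled GTP and 100% = no-compound control corrected for plate trend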
# Rac1 act GTP bind – alters GTP binding to activated mutant human Rac1; AID 764; GST-Rac1 activated beads, fluorescent GTP binding, flow cytometry; actives lie on both sides; 100% means binding = to untreated wells; P63000; 190,000 tested, 0.11% active; percent activity (GTP binding), % at 10 µM;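 active = GTP binding at least 20 percentage points away from the 100% baseline, in either direction, so actives lie on both sides; inconclusive = Compound likely fluorescent itself, or too few beads counted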
# * marks the source's active call; other numbers are inactive results; ? = inconclusive; . = not tested or not shown; [ ] = another dose, or the depositor's remark.
SMILES,HRas wt GTP,Rab7 wt GTP bind,Cdc42 wt,Avidin fluor,ABCG2 block,GSH fluor,Rac1 wt modul,ABCB1 block,Pf gametocyte,Rab2 wt GTP,Rac1 act GTP bind
Cn1c(=O)c([N+](=O)[O-])c(Oc2ccccc2)c2ccccc21,90,95,88,5,6,25,88,1.2,-9,90,89
O=C(CC(c1ccccc1)(c1ccccc1)c1ccccc1)N[C@@H](Cc1ccc(O)cc1)C(=O)O,96,102,92,6,-1,20,97,-0.3,-12,96,93
O=C(O)C1(c2cccc(Cl)c2)CCC1,98,99,100,9,1,51,93,0.1,.,96,96
Cc1c(C(=O)NCCCc2ccccc2)cccc1[N+](=O)[O-],100,99,102,13,5,19,102,0.9,16,99,99
O=C(c1nn(Cc2ccccc2)c(=O)c2ccccc12)N1CCc2ccccc2C1,103,102,102,14,32,27,105,6.8,.,101,101
NC(=O)C1CCCN(C(=S)Nc2ccccc2)C1 (stereo not drawn),100,100,100,4,4,13,101,0.8,13,96,97
COc1ccc(CCNc2nnc(C)c(=O)[nH]2)cc1OC,100,101,102,12,-1,27,108,0.3,.,102,99
Cc1ccc(SCC(=O)N2CCc3ccccc32)cc1,?,?,?,30,15,11,?,1.1,.,?,?
CCn1c(=O)c2c(nc(SCc3ccccn3)n2C)n(C)c1=O,96,97,97,11,3,22,100,0.5,.,94,97
O=C(Nc1ccccc1)C1=C[C@@H](C2CC2)C[C@@H](OCc2ccc(CO)cc2)O1,94,98,94,5,10,18,95,0.9,-25,95,93
CCC(Cc1ccccc1)NC(=O)CSc1ccsc1[N+](=O)[O-] (stereo not drawn),100,96,100,36,1,19,101,0.5,.,98,99
CCOC(=O)Cc1csc(NC(=O)Cc2ccccc2[N+](=O)[O-])n1,103,104,104,12,7,15,103,0.8,14,104,98
Cc1ccc(/C([O-])=C(/C(=S)NCc2ccco2)[n+]2ccccc2)cc1[N+](=O)[O-],96,96,95,8,1,13,93,0.2,6,96,91
CCOc1ccccc1CNC(=O)c1ccc(Sc2ccc(Cl)cc2)c(NC(C)=O)c1,98,96,96,13,10,3,101,2.1,9,98,98
N#CCSc1ccc(-c2nc3ccccc3[nH]2)cn1,92,99,92,5,0,14,90,0.1,4,93,90
O=C(Cc1cn2ccsc2n1)Nc1nc2c(s1)CCCC2,102,99,103,7,4,15,109,0.8,.,98,104
COc1ccc(S(=O)(=O)CCc2nnc(NC(=O)c3cccs3)s2)cc1,97,96,99,6,1,45,103,0.3,22,100,98
CCc1c(C)sc(NC(=O)c2cc(-c3cc(OC)ccc3OC)on2)c1C#N,97,94,96,21,-9,22,102,-1.1,-7,96,94
Cc1ccc(C)c(N2CCN(CCCNC(=O)Cn3cc4c(n3)CCCCC4)CC2)c1,101,98,103,24,10,14,104,2.0,.,102,101
COc1ccc2[nH]c(C)c(C(=O)CN3CCOCC3)c2c1,100,100,101,5,2,60,102,0.2,14,101,99
Cc1ccc(OC(=O)c2ccc(N3CCOCC3)c([N+](=O)[O-])c2)cc1,100,95,99,.,4,8,100,0.3,17,96,98
C(=N\n1cnnc1)/c1ccccn1,100,98,100,8,2,44,100,0.6,7,99,97
O=C1CN(C(=O)/C=C/c2cccc(Cl)c2)c2ccccc2N1,?,?,?,7,8,10,?,0.7,1,?,?
CC(C)c1ccc(NC(=O)COC(=O)c2c[nH]c(=O)[nH]c2=O)cc1,99,99,103,9,28,9,106,3.5,14,97,98
CC1=NN2C(=N)/C(=C\c3cc(C)n(-c4ccccc4)c3C)C(=O)N=C2S1,95,94,96,12,-1,72,95,-0.6,.,94,94
COCCNC(=O)C(NC(=O)C1CCCCC1)C12CC3CC(CC(C3)C1)C2 (stereo not drawn),97,95,99,11,2,23,97,1.3,.,97,95
CCOC(=O)c1cnc2nc(NCc3ccc(OCc4ccccc4)cc3)[nH]n2c1=O,100,95,101,17,1,11,99,0.4,.,98,97
O=C(Nc1nc2ccccc2s1)C1c2ccccc2Oc2ccccc21,100,100,99,8,3,10,103,0.2,.,99,99
O=C1CN2C(=Nc3ccc(Cl)cc3C2c2ccccc2)CN1 (stereo not drawn),99,99,102,8,1,37,103,0.2,.,98,101
CC1(C)Cc2nc(Cl)c(C(=O)O)cc2CO1,100,103,98,12,4,11,100,-0.4,16,97,97
Cc1cc2c(c(=O)n1CCN(C)C)C(c1ccncc1)C(C#N)=C(N)O2 (stereo not drawn),98,98,98,5,3,28,100,0.4,.,98,98
Cc1ccc(NC(=O)CN(c2ccc(C)cc2)S(=O)(=O)c2cccc3nonc23)cc1,98,99,102,4,36,25,101,4.6,-11,97,97
COc1ccccc1-n1c(SCC(=O)NC2CCCCC2)nc2c(c1=O)SCC2,101,97,100,23,4,14,100,1.3,.,101,99
CCn1c(-c2cccs2)nc2ccccc21,103,98,102,44,-1,12,105,0.0,.,100,98
O=C(CCS(=O)(=O)Cc1ccccc1)NC1CCCCC1,98,94,101,29,0,14,97,0.1,.,93,98
COc1ccc(C(OC(=O)c2ccco2)C(=O)NCC2CCCO2)cc1 (stereo not drawn),103,103,104,6,1,20,103,0.8,-4,105,101
COC(=O)c1nn(-c2ccccc2)c(Cl)c1/C=N/OC(=O)c1ccc(Cl)c(Cl)c1,101,100,100,21,3,25,104,-0.5,.,99,99
CCCCC(=O)NS(=O)(=O)c1ccc(NS(C)(=O)=O)cc1,99,97,100,2,-1,8,105,0.5,-3,97,98
O=C(C(c1ccccc1)c1ccccc1)N1CCN(CC(O)COc2ccccc2)CC1 (stereo not drawn),99,99,98,8,2,45,100,3.2,8,97,97
O=C(O)c1ccc(-c2nc(-c3ccc(Cl)cc3Cl)cs2)cc1,99,108,95,10,3,25,97,0.0,6,102,92
COc1ccc(C2c3sc(=O)[nH]c3SC3C4CCC(C4)C23)cc1 (stereo not drawn),106,103,105,6,0,39,108,0.0,.,106,99
CC(=O)c1c(C(C)=O)c(C)n(-c2nc(-c3ccc(C)c(C)c3)c(C)s2)c1C,103,105,105,9,6,17,109,1.1,.,101,101
CCOC(=O)N1CCN(C(=O)CS(=O)(=O)c2cn(Cc3cccc(F)c3)c3ccccc23)CC1,100,100,98,10,1,9,100,0.8,.,100,102
c1ccc(CN2CCC(Nc3nc(-c4cccs4)nc4ccccc34)CC2)cc1,97,103,94,9,4,16,99,9.5,1,94,94
CCn1c(SCC(=O)c2cc(C)n(C)c2C)nnc1-c1ccccc1,102,98,102,5,1,44,106,0.2,-21,101,98
Cn1ncc2c1ncn1nc(CCc3ccccc3)nc21,108,103,106,8,1,20,104,0.1,20,107,101
O=C(O)c1ccccc1C(=O)Nc1ccc(-c2csc(-c3ccccc3)n2)cc1,96,97,91,16,0,8,94,-0.5,.,95,93
COC(=O)c1[nH]c2ccc(F)cc2c1NC(=O)Nc1ccc(OC)cc1,102,104,102,13,0,16,100,-0.2,6,102,99
O=C1CC(Nc2ccc(N3CCOCC3)cc2)C(=O)N1c1cccc(C(F)(F)F)c1 (stereo not drawn),100,99,99,6,14,23,104,1.1,.,100,99
CCC(CC)NC(=O)Nc1ccccc1C,102,107,104,10,7,13,101,2.0,0,102,99
Cc1cccc(NC(=O)c2cc(Cl)nc3ccccc23)c1,93,92,95,6,4,3,91,0.6,.,90,96
O=C(CSc1nnc(-c2cccnc2)s1)Nc1cccc(C(=O)O)c1,100,101,96,12,1,12,102,0.0,.,99,98
COc1ccc(C2(CNC(=O)C(c3ccccc3)c3ccccc3)CCOCC2)cc1OC,95,93,106,24,-1,13,123*[activator],0.9,-1,93,102
CCOc1ccc(C2C=C(c3ccc(C)cc3)Nc3ncnn32)cc1 (stereo not drawn),91,96,94,6,1,14,91,0.0,.,93,92
COc1ccccc1NC(=O)C1=C(C)Nc2nc(-c3cccs3)nn2C1c1cccc(O)c1 (stereo not drawn),102,100,104,6,0,20,104,0.0,-20,101,102
Cn1c(N2C(=O)CC(Cc3ccccc3)C2=O)nc2ccccc21 (stereo not drawn),100,97,98,21,1,17,103,0.1,.,96,98
O=C(CN1C(=O)c2cccc3cccc1c23)NCc1cccnc1,99,99,99,8,0,39,101,0.2,.,100,100
O=C(Nc1ccc(Br)cc1)c1cccc(N2C(=O)C3C4CCC(C4)C3C2=O)c1 (stereo not drawn),102,100,102,3,3,7,100,0.6,.,98,101
CCNC(=O)C1CC(=O)OC12CCCCC2 (stereo not drawn),102,102,101,32,3,13,99,0.5,.,99,98
CCC(CC)NC(=O)c1ccc2c(c1)OCCO2,102,99,102,11,0,10,111,0.1,-7,103,100

# (list continues)
SMILES,HRas wt GTP,Rab7 wt GTP bind,Cdc42 wt,Avidin fluor,ABCG2 block,GSH fluor,Rac1 wt modul,ABCB1 block,Pf gametocyte,Rab2 wt GTP,Rac1 act GTP bind
O=C(Nc1ccc(Br)cc1F)c1ccc2c(c1)N(Cc1ccccc1)C(=O)CS2=O (stereo not drawn),100,101,104,22,15,15,104,1.5,.,101,100
O=C(CNS(=O)(=O)c1cccc(C(F)(F)F)c1)Nc1ccccc1F,103,99,105,11,2,25,99,0.3,1,102,101
O=C(NCCCn1ccnc1)C(=O)NCc1ccc(Cl)cc1,99,92,103,6,-1,15,104,-0.1,.,101,101
CCOC(=O)N1CCN(C(=O)C(CC(C)C)NS(=O)(=O)c2ccc3c(c2)oc(=O)n3C)CC1 (stereo not drawn),101,104,103,10,-1,49,103,0.0,.,102,98
CCOC(=O)c1[nH]c2ccc(OC)cc2c1NC(=S)N1CCN(c2cccc(Cl)c2)CC1,99,99,101,15,0,19,102,0.0,1,98,101
O=C(c1ccc(-c2ccccc2)cc1)N1CCCC1,106,97,108,8,0,21,104,-0.1,7,104,103
O=C1CCC(C(=O)OCC(=O)c2ccccc2)N1 (stereo not drawn),94,91,96,8,1,10,95,0.8,18,94,94
Cc1ccccc1NC(=O)C(=Cc1ccc(C(=O)O)cc1)C(=O)Nc1ccccc1C,96,99,93,11,0,11,98,0.0,-15,95,95
CC(C)NC(=O)COc1ccc(/C=N/NS(=O)(=O)c2ccccc2)cc1,?,?,?,34,1,13,?,0.0,.,?,?
COc1ccccc1C(=O)N1CCN(C(=O)c2ccncc2)CC1,101,100,104,15,0,35,106,0.4,14,102,97

# Screening results as filed in PubChem BioAssay.

# Rows are unselected; any-hit rate near 1.1%.
